# Screening results from PubChem.
# CHRM4 PAM = positive allosteric modulators of human muscarinic M4 receptor. P08173. CHO-K1 hM4/Gqi5, Fluo-8 calcium fluorescence, ACh EC20; 0% = ACh EC20, 100% = maximal ACh. activation, % at 3 µM. actives 0.4% (n = 360,000). AID 624126;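 active means activation above its plate's cutoff, the mean activation of sample wells plus 3 SD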; further: some results filed as inactive read as strong as hits
# p-CIP stab down = p/CIP protein destabilization. actives 0.01% (n = 290,000). F442A p/CIP-EGFP cells, EGFP fluorescence, 16 h. decrease of EGFP signal, % at 10 µM. Q05BA5;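 active means EGFP signal decrease of at least 30% at 10 µM or well 3 SD below plate mean, unless failing retest; inactive means the rest, including hits failing retest or dose response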; further: some compounds called inactive have numbers as strong as hits; many of its hits are not listed in these tables
# Target sequence (Q05BA5 1-1403): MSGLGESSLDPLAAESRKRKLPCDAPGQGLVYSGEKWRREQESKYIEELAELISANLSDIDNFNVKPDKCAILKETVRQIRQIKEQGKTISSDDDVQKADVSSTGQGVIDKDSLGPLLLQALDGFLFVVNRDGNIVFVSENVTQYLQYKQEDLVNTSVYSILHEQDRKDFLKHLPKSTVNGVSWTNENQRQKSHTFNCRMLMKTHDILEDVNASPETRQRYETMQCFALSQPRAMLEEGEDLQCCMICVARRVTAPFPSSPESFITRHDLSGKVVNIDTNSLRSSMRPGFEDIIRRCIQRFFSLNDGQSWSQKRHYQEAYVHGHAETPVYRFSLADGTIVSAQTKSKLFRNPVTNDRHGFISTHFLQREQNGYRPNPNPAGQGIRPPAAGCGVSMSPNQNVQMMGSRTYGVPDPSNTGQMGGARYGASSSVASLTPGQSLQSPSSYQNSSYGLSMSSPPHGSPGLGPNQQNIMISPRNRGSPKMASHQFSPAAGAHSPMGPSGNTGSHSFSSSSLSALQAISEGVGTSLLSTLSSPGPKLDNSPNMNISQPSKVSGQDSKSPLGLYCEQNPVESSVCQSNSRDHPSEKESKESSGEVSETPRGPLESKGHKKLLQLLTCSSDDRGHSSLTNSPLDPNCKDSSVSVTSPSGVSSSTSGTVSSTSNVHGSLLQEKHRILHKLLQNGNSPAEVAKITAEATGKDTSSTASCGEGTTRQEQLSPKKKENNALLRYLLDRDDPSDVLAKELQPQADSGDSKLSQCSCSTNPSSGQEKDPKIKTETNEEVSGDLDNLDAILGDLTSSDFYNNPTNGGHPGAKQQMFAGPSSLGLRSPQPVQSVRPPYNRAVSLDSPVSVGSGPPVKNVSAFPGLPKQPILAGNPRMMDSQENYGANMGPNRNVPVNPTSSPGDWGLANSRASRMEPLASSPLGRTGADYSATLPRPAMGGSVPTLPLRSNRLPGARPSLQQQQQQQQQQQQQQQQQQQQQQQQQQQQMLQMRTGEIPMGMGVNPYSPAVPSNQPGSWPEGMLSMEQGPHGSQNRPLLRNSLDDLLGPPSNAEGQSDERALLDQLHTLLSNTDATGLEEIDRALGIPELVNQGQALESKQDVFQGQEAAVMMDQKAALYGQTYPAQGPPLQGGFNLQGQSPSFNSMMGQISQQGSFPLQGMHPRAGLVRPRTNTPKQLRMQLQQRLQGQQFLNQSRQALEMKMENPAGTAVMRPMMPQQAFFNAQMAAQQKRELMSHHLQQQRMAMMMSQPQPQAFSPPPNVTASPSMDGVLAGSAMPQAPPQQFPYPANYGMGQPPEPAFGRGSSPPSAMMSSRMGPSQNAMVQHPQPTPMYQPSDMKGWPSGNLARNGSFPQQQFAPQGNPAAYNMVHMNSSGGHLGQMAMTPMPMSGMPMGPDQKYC
# CRFBP-R2 block = CRF-BP/CRF-R2 complex antagonism. HEK293 CRF-R2/CRF-BP, CRF-induced calcium fluorescence. inhibition, % at 11.8 µM. actives 0.59% (n = 350,000). AID 588475;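 active means inhibition of the ligand-induced calcium signal above about 50% at the single tested concentration, limit read from the data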
# CRFBP-R2 agonist = CRF-BP/CRF-R2 complex agonism. HEK293 CRF-R2/CRF-BP, calcium dye fluorescence (FLIPR); percent of saturating CRF peptide response. activation, % at 13.2 µM. actives 0.46% (n = 350,000). AID 588473;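 active means activation of at least 50%, plus an integration ratio under a set limit after plate pattern correction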;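 further: plate controls were neutral control wells without compound for no effect and CRF at EC100 for full effect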
# GalR3 antag = antagonists of human GalR3; AID 651719; HEK293 GalR3-CNG cAMP membrane potential fluorescence; galR3 body fused to GalR1 C-terminus; O60755; inhibition, % at 3 µM; actives 0.44% (n = 360,000);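 active means inhibition above the screen-wide average plus 3 SD, cut at about 13% in these data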;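 further: forskolin and galanin both at EC90 stimulate the cells; cAMP rise reported by CNG channel membrane potential dye signal; 0% = forskolin plus galanin with DMSO and 100% = forskolin alone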
# IDE inh = cellular human IDE inhibition; P14735; actives 0.41% (n = 320,000); inhibition, % at 5.59 µM; AID 434962; HEK cells, FAbetaB cleavage, fluorescence polarization;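 active means percent inhibition above the average of all tested compounds plus 3 SD, set per screening campaign, cut at about 16% in these data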;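 further: IDE supplied by intact live HEK cells; FP after avidin binding of uncleaved biotin substrate so inhibition keeps polarization high; 0% = DMSO wells and 100% = 60 µM reference IDE inhibitor Ii1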
# IDE act = activators of human insulin-degrading enzyme in cells; P14735; HEK cells, FAbeta-B cleavage, fluorescence polarization; 0% vehicle, 100% cell-free pure enzyme wells; activation, % at 5.96 µM; actives 0.073% (n = 340,000); AID 493087;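 active means activation above the mean of all tested compounds plus 3 SD, set per screening campaign, cut at about 17% in these data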
# MEKK3 PB1 HTS = MEKK3-MEK5 PB1 interaction, increase or decrease. binding response (% of control), % at 10 µM. Q99759. bead-based flow cytometry, Alexa488-MEK5 binding to MEKK3; actives lie on both sides; 0 = blocked by unlabeled MEK5, 100 = vehicle. actives 1.4% (n = 290,000);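 active means binding response more than 3 SD above or below the average of its plate-row segment, actives on both sides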;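 further: Alexa488 bead fluorescence after subtracting the streptavidin-only scavenger bead signal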
# PHOSPHO1 inh = blocks human PHOSPHO1 phosphatase activity | Q8TCT1 | recombinant PHOSPHO1, absorbance phosphatase assay | inhibition, % at 13.3 µM | actives 1.1% (n = 290,000) | AID 1565; in the data active means inhibition above about 60%
# Numbers without * were called inactive; . = not tested or not shown.
# Start of the data: the first 11 entries, ahead of the listing:
# Below each SMILES – p-CIP stab down	MEKK3 PB1 HTS	CRFBP-R2 agonist	PHOSPHO1 inh	GalR3 antag	IDE inh	IDE act	CRFBP-R2 block	CHRM4 PAM
COc1ccc(Cn2c(=O)[nH]c3cc(C(=O)N4CCN(c5ccc(C(C)=O)cc5)CC4)ccc3c2=O)cc1
  -20	99	0.0	40	-8	-7	1	-1	3
COc1nnc(-c2ccc(N3CCOCC3)c(NC(=O)C3CCCCC3)c2)c2ccccc12
  3	103	1.9	2	-2	-2	5	2	5
O=C(O)C1CCN(c2ccc(S(=O)(=O)N3CCC(C(=O)O)CC3)cc2[N+](=O)[O-])CC1
  -9	100	-1.3	0	-3	-2	3	10	9
CCOc1cc(C(C(=O)NCC2CCCO2)N(C(=O)Cn2nnc3ccccc32)c2ccccc2C)ccc1O (stereo unspecified)
  9	102	0.8	10	-1	4	3	4	-3
COc1ccc(-c2oc3ccccc3c2C#Cc2cncn2C)cc1
  .	.	0.7	.	-4	2	2	-9	7
COCc1nnc(SCC(=O)NC(C)c2ccccc2)n1-c1ccccc1 (stereo unspecified)
  -2	94	1.0	-10	-2	2	0	17	-8
C=CCNC(=O)C1CC(=O)N(c2ccc(OCC(=O)N3CCCC3)cc2)C1 (stereo unspecified)
  -16	100	9.3	31	-8	1	1	11	10
Cn1ccnc1Sc1ccc(/C=N/NC(=O)c2ccccc2O)cc1[N+](=O)[O-]
  -7	90	-5.0	-5	0	-1	2	-3	-1
COc1ccc(NC(=O)CS(=O)c2ccc(F)cc2)cc1 (stereo unspecified)
  -10	103	-1.0	5	-5	4	2	-1	0
CC(NC(=O)c1c(Cl)cnn1C)C1CCCO1 (stereo unspecified)
  6	102	1.0	8	-4	-6	2	0	-1
CC(C)Oc1cc(N)c(Cl)cc1Cl
  12	100	0.1	24	-6	2	-2	16	5

# Main list, from the first entry:
# Below each SMILES – p-CIP stab down	MEKK3 PB1 HTS	CRFBP-R2 agonist	PHOSPHO1 inh	GalR3 antag	IDE inh	IDE act	CRFBP-R2 block	CHRM4 PAM
COc1ccc(Cn2c(=O)[nH]c3cc(C(=O)N4CCN(c5ccc(C(C)=O)cc5)CC4)ccc3c2=O)cc1
  -20	99	0.0	40	-8	-7	1	-1	3
COc1nnc(-c2ccc(N3CCOCC3)c(NC(=O)C3CCCCC3)c2)c2ccccc12
  3	103	1.9	2	-2	-2	5	2	5
O=C(O)C1CCN(c2ccc(S(=O)(=O)N3CCC(C(=O)O)CC3)cc2[N+](=O)[O-])CC1
  -9	100	-1.3	0	-3	-2	3	10	9
CCOc1cc(C(C(=O)NCC2CCCO2)N(C(=O)Cn2nnc3ccccc32)c2ccccc2C)ccc1O (stereo unspecified)
  9	102	0.8	10	-1	4	3	4	-3
COc1ccc(-c2oc3ccccc3c2C#Cc2cncn2C)cc1
  .	.	0.7	.	-4	2	2	-9	7
COCc1nnc(SCC(=O)NC(C)c2ccccc2)n1-c1ccccc1 (stereo unspecified)
  -2	94	1.0	-10	-2	2	0	17	-8
C=CCNC(=O)C1CC(=O)N(c2ccc(OCC(=O)N3CCCC3)cc2)C1 (stereo unspecified)
  -16	100	9.3	31	-8	1	1	11	10
Cn1ccnc1Sc1ccc(/C=N/NC(=O)c2ccccc2O)cc1[N+](=O)[O-]
  -7	90	-5.0	-5	0	-1	2	-3	-1
COc1ccc(NC(=O)CS(=O)c2ccc(F)cc2)cc1 (stereo unspecified)
  -10	103	-1.0	5	-5	4	2	-1	0
CC(NC(=O)c1c(Cl)cnn1C)C1CCCO1 (stereo unspecified)
  6	102	1.0	8	-4	-6	2	0	-1
CC(C)Oc1cc(N)c(Cl)cc1Cl
  12	100	0.1	24	-6	2	-2	16	5
COC(=O)c1ccc(CNC(=O)COC(=O)C2CC3C=CC2C3)cc1 (stereo unspecified)
  -2	92	0.7	12	3	-3	1	-4	-5
CC1(C)c2[nH]c3ccccc3c2C[C@@H]2C(=O)N(Cc3ccco3)C(=O)N21
  .	98	-3.8	.	-2	6	2	1	6
COc1ccc(C2Nc3ccccc3NC3=C2C(=O)CC(C)(C)C3)cc1O (stereo unspecified)
  -2	96	30	14	-6	-3	2	-6	-1
Cc1cc(C)c2c(n1)sc1c(N3CCN(C)CC3)ncnc12
  -8	98	0.6	32	8	-6	-1	-6	25
COc1ccc(C2CC2/C(C)=N/OC(=O)c2ccc(F)cc2)cc1 (stereo unspecified)
  7	141*	0.7	19	-5	3	-11	-4	-12
CSc1cccc(NC(=S)N2CCC(N(C)C3CCCC3)CC2)c1
  -6	101	-3.5	-13	1	1	6	16	-11
Cc1ccc(CNC(=O)CCNC(=O)c2ccco2)cc1
  3	97	0.6	17	0	0	6	-6	11
CC(C)OCCCN(CC(O)c1ccccc1)CC(O)c1ccccc1 (stereo unspecified)
  -4	99	-2.0	-12	-4	0	0	6	-2
Cc1cc(C)c(C(=O)CN2C(=O)C(=O)N(C3CCCC3)C2=O)cc1C
  .	.	0.4	.	-2	-1	1	-9	-2
C/C(N)=C(/C#N)C(=O)COC(=O)CNS(=O)(=O)c1ccc2ccccc2c1
  -10	106	0.1	48	0	-2	6	35	-11
CCOc1ccccc1C(=O)NCC(=O)Nc1ncccc1C
  .	.	0.0	.	-5	1	4	6	0
COc1ccc(NC(=O)NS(=O)(=O)c2ccc(C)cc2)cc1OC
  .	.	-0.4	.	-4	-1	1	3	4
CC12CCC(C(=O)NCc3ccccc3Cl)(C(Br)C1=O)C2(C)C (stereo unspecified)
  -13	121	1.9	3	-1	0	2	18	3
CC(Sc1ccc(Br)cc1)C(N)=O (stereo unspecified)
  0	86	-0.6	-15	-2	5	5	3	1
Cc1ccc(C(C(=O)NC2CCCCC2)N(CCC(C)C)C(=O)CNC(=O)c2ccco2)o1 (stereo unspecified)
  -4	102	-1.4	-8	-1	1	-3	50	7
CCCC1OC(c2cc3c(cc2Cl)OCO3)OCC1CC (stereo unspecified)
  .	.	2.9	.	-5	.	-3	2	10
Cc1ccc(C(=O)N(Cc2nc3ccccc3c(=O)[nH]2)C2CCCC2)cc1
  -16	96	-2.1	59	-8	4	6	-11	2
Cc1nn(C)cc1CNC(=O)Nc1ccc(Cl)cc1
  -3	99	-4.8	8	-4	-10	-1	-9	-7
CC(C)(C)C(=O)Nc1ccc(S(=O)(=O)N2CCC(c3nc4ccccc4[nH]3)CC2)cc1
  .	.	4.2	.	1	-1	0	8	-5
Cc1ccc(OC(C)C(=O)N2CCCc3ccccc32)cc1 (stereo unspecified)
  -7	104	-0.8	2	-7	-6	6	-19	3
Cc1cccc2c3c([nH]c12)C(=O)CC(C)(C)S3
  -10	97	-1.6	36	-3	0	-2	-37	3
Cc1cc(C)c(C)c(OCCOCCN2CCN(C)CC2)c1
  -21	104	-0.1	-5	-11	7	2	7	2
Cn1c(=O)c2sccc2n2c(CCCC(=O)Nc3ccc(F)cc3F)nnc12
  0	96	0.0	35	-1	6	-2	-10	0
Cc1ccc(N2C(=O)S/C(=C/c3cn(C)c4ccccc34)C2=O)cc1
  -10	.	0.5	13	-5	11	2	10	4
O=C(O)CCc1nn2c3ccccc3n(CC(=O)c3ccccc3)c2nc1=O
  -6	78	-1.9	0	0	3	0	-4	0
[O-]/[N+](=C\c1ccncc1)c1ccccc1
  -3	.	-2.4	20	-2	-1	6	1	4
CCCOc1ccc(N2C(=O)C3ON(c4ccccc4)C(CCC)C3C2=O)cc1 (stereo unspecified)
  -3	101	1.2	2	1	0	3	-36	-1
COc1ccc2oc(=O)cc(CN3CCN(Cc4ccc(OC)c(OC)c4OC)CC3)c2c1
  -5	109	-1.1	44	-11	.	-1	10	-4
CNC(=O)c1c(NC(=O)c2ccc(S(=O)(=O)N(C)c3ccccc3)cc2)sc2c1CCN(C(C)C)C2
  -169	95	160*	14	-3	16	.	-122	.
O=C(c1ccc(Cl)s1)N(Cc1nnc(-c2ccccc2Cl)o1)C1CC1
  .	.	-0.6	.	-3	1	3	20	-5
Cc1cccc(CC2CC(=O)N(C3CCCCC3)C2=O)c1 (stereo unspecified)
  -16	94	2.7	7	.	0	4	-5	-2
CCN(c1cccc(C)c1)S(=O)(=O)c1ccc2c(c1)CCCN2C(C)=O
  -5	101	-0.6	2	-8	5	3	-29	-4
O=C(Nc1ccc(F)cc1F)c1cc2ncc(Br)cn2n1
  -6	107	.	-7	3	.	.	.	.
COc1ccc(CCN(C)C(=O)CN2C(=O)NC3(CCCc4ccccc43)C2=O)cc1OC (stereo unspecified)
  .	.	-0.1	.	6	1	-1	-6	27*
CC1CN(C(=O)c2ccc(COc3ccccc3Cl)o2)CC(C)O1 (stereo unspecified)
  -6	91	-2.6	37	-8	0	1	4	-7
CCNc1nc(SCC(=O)Nc2ccccc2)nc(N2CCOCC2)n1
  -1	102	0.1	22	-6	7	-10	-9	14
COc1ccc(-c2[nH]c3ccccc3c2SCCNC(=O)c2ccccc2)cc1
  -17	111	0.3	-11	.	5	2	11	-12
COc1ccc(CC(=O)n2[nH]c(=O)ccc2=O)cc1OC
  -13	93	0.9	25	-5	3	.	-1	-7
C=CCn1c(SCC(=O)N(CC)c2c(N)n(Cc3ccccc3)c(=O)[nH]c2=O)nnc1-c1ccccc1OC
  .	.	0.2	.	-5	.	1	10	7
Cc1[nH]c(=O)c(C#N)c(C)c1Cc1ccc(Cl)cc1Cl
  -4	100	1.1	35	-4	0	6	9	0
CCOc1cc(N2CCOCC2)c(OCC)cc1NC(=O)COC(=O)CCn1c(C)csc1=O
  .	.	-0.6	.	0	-7	5	5	10
Cc1ccc(-c2nnn(CC(=O)N(CCCO)C(C(=O)NC3CCCC3)c3ccc(F)cc3)n2)o1 (stereo unspecified)
  -3	102	-1.2	51	-1	1	0	2	5
COc1ccc(CNC(=O)c2ccc(CS(=O)Cc3cccc(Cl)c3)o2)cc1 (stereo unspecified)
  0	97	-0.7	19	0	-1	3	0	-11
CCOC(=O)c1sc(=S)n(C)c1NC(=O)c1cccc(Br)c1
  -22	92	24	16	-1	-4	.	26	-11
S=C(Nc1ccc(Nc2ccccc2)cc1)NN1CCOCC1
  -1	96	-0.9	28	-2	-1	9	8	6
CC(CNC1CCCCC1)OC(=O)c1ccc([N+](=O)[O-])cc1 (stereo unspecified)
  .	.	2.1	.	-4	.	4	-31	-9
CC(C)(C)NC(=O)c1ccc2c(c1)C1C3CCC(C3)C1C(c1ccccc1)N2 (stereo unspecified)
  -9	198*	-1.5	-16	-4	-1	8	18	-7
COc1ccc(C(=O)C2CCCN(Cc3cnc(N4CCCC4)s3)C2)cc1OC (stereo unspecified)
  -7	105	0.6	23	-4	2	4	-4	-5
O=C1c2ccccc2C(=O)N1CCSc1nncs1
  -8	101	-1.1	32	-6	2	2	46	4
